Bioassay records (PubChem)
SV40 large T antigen: SV40 large T antigen inhibitors, biochemical (AID 1903); SV40 large T antigen ATPase/helicase inhibition assay; higher % means a stronger effect; inhibition, % at 20 µM; hits with a dose series show IC50 in µM; 310,000 compounds, 0.39% hits; in the data active = a potency from the dose series; inconclusive = inhibition mostly from about 32% at the one dose, without a potency; inactive = the rest, 99 in 100 with inhibition below about 32%; note: strong numbers were not always called active
Yfh1-off respiration: mitochondrial function rescue without frataxin homolog – Friedreich's ataxia, plus single-dose screen, dose response (AID 1465); 220,000 compounds, 0.074% hits; S. cerevisiae Yfh1-off respiration, WST-1 reduction, 72 h; higher fold induction means a stronger effect; one-dose fold induction at 50 µM; EC50 in µM for titrated hits;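 active = fold induction of absorbance versus untreated yeast above a set limit, then at least 30% activation at any dose in follow-up; inconclusive = repeats straddling the limit, or above it without dose testing; inactive = fold induction below the set limit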;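 note: activators that raise dye reduction in frataxin-depleted yeast; strong numbers were not always called active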
UTI89 phage lysis: protection from phage-mediated lysis, alamar blue read-out – E. coli UTI89, K1F phage, bacterial capsule biogenesis inhibitors (AID 488966) | E. coli UTI89 K1F phage lysis, alamar blue, 2 h; higher % means a stronger effect | one-dose inhibition, % at 100 µM; IC50 in µM for titrated hits | 340,000 compounds, 0.02% hits;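 active = phage lysis inhibition, versus mean bacterial control, above a set limit; inconclusive = no clear call, values can overlap the other calls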;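 note: capsule biogenesis inhibitors block K1F phage lysis so surviving cells raise fluorescence; higher fluorescence means more inhibition of phage lysis; actives were called in the ten point dose series up to 300 µM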
NS5 inhibitors: flavivirus cap methylation enzyme inhibition – biochemical, confirmation dose response, primary screen (AID 588689); Dengue-2 NS5 methyltransferase capping enzyme assay, biochemical; higher % means a stronger effect; inhibition, % at 25 µM; hits with a dose series show IC50 in µM; 340,000 compounds, 0.3% hits; in the data active = a potency from the dose series; inconclusive = inhibition above about 29% without an active follow-up result
West Nile antiviral: West Nile virus antiviral activity, cell-based, CPE readout (AID 1621) | West Nile virus-infected cells, CPE inhibition; higher % means a stronger effect | CPE inhibition, % at 10 µM, or IC50 in µM where a hit was titrated | 290,000 compounds, 0.02% hits; in the data active = a potency from the dose series; inconclusive = CPE inhibition mostly from about 3.7% at the one dose, without a potency; inactive = the rest, 99 in 100 with CPE inhibition below about 2.2%; note: strong numbers were not always called active
WT yeast gro inh: growth inhibition of WT yeast, mitochondrial fusion screen | mitochondrial fusion phenotypic screen, WT strain | inhibition, % at 10 µM | 190,000 compounds, 2.1% hits; in the data active = inhibition above about 58%; tested in S. cerevisiae
XIAP displacement: small molecules displacing peptide from XIAP – biochemical, IAP family, fluorescence polarization (AID 1018); XIAP BIR domain, fluorescence polarization peptide displacement; higher % means a stronger effect; displacement, % at 20 µM, or IC50 in µM where a hit was titrated; 200,000 compounds, 0.007% hits; in the data active = displacement above about 50%; note: a part of the inactive calls stands beside numbers as strong as those of hits
RSV CPE inhibition: inhibition of RSV-induced cytopathic effect – HEp-2 cells, primary 10 µM value included (AID 2391) | CPE inhibition, % at 10 µM, or IC50 in µM where a hit was titrated | 310,000 compounds, 0.13% hits | HEp-2 cells, RSV-induced CPE inhibition; higher % means a stronger effect; in the data active = a potency from the dose series; inconclusive = CPE inhibition mostly from about 23% at the one dose, without a potency; inactive = the rest, 99 in 100 with CPE inhibition below about 21%; note: strong numbers were not always called active
ER stress rescue: protection against thapsigargin-triggered cell killing – 384-well, CSM14.1, ATP luminescence, primary screen (AID 1222). 190,000 tested, under 10 active. one-dose cellular ATP content (survival), % at 20 µM; EC50 in µM for titrated hits. CSM14.1 thapsigargin-induced death rescue, ATP luminescence; higher % means a stronger effect;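 active = EC50 below 50 µM in the dose-response confirmation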;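 note: death triggered by thapsigargin at about 15 µM added after 2 h compound pretreatment; cell ATP read after overnight thapsigargin exposure of roughly 18 to 22 hours; normalized against plate controls of thapsigargin alone and 5% DMSO vehicle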
WT yeast gro inh mutant strain: second read-out of WT yeast gro inh, no call of its own (marks repeat the call); inhibition, %; mitochondrial fusion phenotypic screen, mutant strain inhibition
NS5 inhibitors pilot replicate: further read-out of NS5 inhibitors, marked with its call; inhibition, %; measured here: pilot screen replicate inhibition
An asterisk follows results filed as active; i = inactive; ? = inconclusive; . = no result given; & = joins results of further samples; [ ] = another dose, or the depositor's remark.

SMILES	SV40 large T antigen	Yfh1-off respiration	UTI89 phage lysis	NS5 inhibitors	West Nile antiviral	WT yeast gro inh	WT yeast gro inh mutant strain	XIAP displacement	RSV CPE inhibition	ER stress rescue	others
CCN1C(=O)/C(=C/c2ccc(N(CC)CC)cc2OC)C(=O)NC1=S	11%	i	0.0%	-19%	-1.1%	15	17	-4.0%	11%	8.2%
COC/C=C1\CN2C3C[C@@H]1[C@H]1COC4=Nc5cc(OC)c(OC)c(OC)c5[C@@]43C[C@@H]12	13%	i	2.2%	-4%	-0.5%	.	.	.	0.1%	.
Cc1cc(NC(=O)CCl)on1	21%	i	-0.2%	-7%	1.1%	-2	5	3.6%	0.4%	2.4%
O=c1[nH]c(O)c(C=NC2CCN(Cc3ccccc3)CC2)c(=O)[nH]1	.	i	0.9%	-4%	0.2%	.	.	.	-2.6%	.
Cc1ccccc1NC1=NCCCS1	-3%	i	0.0%	-2%	0.0%	-7	-9	-2.7%	0.8%	-2.2%
Cc1nn(CC(C)C)c(Cl)c1C(=O)NC1CCC(C)CC1 (configuration not stated)	13%	.	1.6%[50 µM]	6%	.	.	.	.	-2.0%	.
COC(=O)c1cccc(NC(=O)N2C[C@H]3C[C@@H](C2)c2cccc(=O)n2C3)c1	7%	.	5.2%	-3%	0.3%	.	.	.	0.5%	.
COc1ccc(NC2=NCC(C)S2)cc1 (configuration not stated)	5%	i	0.2%	0%	-0.5%	8	8	-5.7%	-0.8%	-0.9%
Cc1nc2c(-c3ccccc3)c(C)nn2c(C)c1CCC(=O)N1CCC2(CC1)OCCO2	8%	i	0.0%	-5%	-1.0%	7	-11	-15%	0.0%	1.9%
Cc1ccc(C(=O)Nc2ccc(-n3ccnc3P(=O)(O)c3ccccc3)cc2)cc1	14%	i	0.1%	6%	0.3%	2	9	-3.7%	0.9%	0.9%
CNC(=O)N(C)c1ccc(C(O)(C(=O)OC)C(F)(F)F)cc1 (configuration not stated)	7%	i	1.5%	0%	1.1%	.	.	.	2.2%	.
COc1cc2c(C(=O)O)c(C)n(C)c2cc1Br	1%	i	0.4%	9%	0.5%	-26	-6	2.1%	-0.8%	-0.7%
N#CC[N+]1(CCCNP2(=O)C=C(c3ccccc3)OC(c3ccccc3)=C2)CCOCC1	9%	i	0.5%	-5%	0.0%	10	8	-7.2%	-2.5%	-0.1%
Cc1ccc(S(=O)(=O)NCC2CCC(C(=O)N3CCC4(CC3)OCCO4)CC2)cc1 (configuration not stated)	0%	i	1.1%	-2%	-0.1%	4	-16	-2.0%	0.9%	-1.5%
COc1ccc(-c2[nH]ncc2CNC(C)Cc2ccsc2)c(F)c1 (configuration not stated)	0%	i	0.3%	4%	1.9%	-3	3	-7.5%	0.1%	-1.7%
O=C(CCCC1=NS(=O)(=O)c2ccccc2N1)N1CCC2(CC1)OCCO2	11%	i	0.0%	4%	0.7%	12	1	-4.4%	0.6%	-0.6%
CCCCc1cc(=O)oc2cc(OCC(=O)N3C[C@H]4C[C@@H](C3)c3cccc(=O)n3C4)c(Cl)cc12	11%	.	0.7%	1%	-0.6%	.	.	.	.	.
CC(C)C(=O)Nc1nnc(CCN(CCc2nnc(NC(=O)C(C)C)s2)[N+](=O)[O-])s1	14%	i	-1.3%	-11%	0.1%	.	.	.	-0.7%	.
COc1ccc(CC2(CCc3ccncc3)C(=O)NC(=O)NC2=O)c(OC)c1	22%	i	1.5%	2%	-0.7%	8	4	-11%	1.4%	-1.7%
CC1CCSP(=O)(Oc2ccccc2)O1 (configuration not stated)	5%	i	1.9%	0%	0.7%	.	.	.	1.1%	.
NC(N)=N/N=C/c1cn(-c2ccccc2)nc1-c1cccs1	13%	i	-1.4%	-12%	-2.1%	16	24	-11%	-4.1%	-1.7%
Clc1ccccc1CN1CCNCC1	4%	.	-2.2%	10%	-0.3%	.	.	.	0.7%	.
CCOC(=O)c1c(N)n(CCN2CCOCC2)c2nc3ccccc3nc12	10%	i	-0.7%	-6%	0.2%	6	-6	-7.8%	1.2%	-1.2%
Cc1ccc(Cl)cc1N1CCN(CCN)CC1	6%	i	0.9%[50 µM]	-1%	0.4%	1	5	-1.8%	-1.2%	-0.5%
O=S(=O)(c1ccc(O)cc1)c1ccc(O)cc1	0%	.	0.0%[50 µM]	0%	0.1%	.	.	.	1.5%	.
SMILES	SV40 large T antigen	Yfh1-off respiration	UTI89 phage lysis	NS5 inhibitors	West Nile antiviral	WT yeast gro inh	WT yeast gro inh mutant strain	XIAP displacement	RSV CPE inhibition	ER stress rescue	others
CC1=NN(c2ccccc2)C(=O)C1/C=C1\C(=O)NC(=O)N(c2ccc(C)c(C)c2)C1=O (configuration not stated)	15%	.	0.7%	16%	.	14	6	77%	1.1%	-0.5%
CC(C)=CCC12CN3CCN(CC(C3)C1=O)C2	8%	i	0.1%	2%	0.3%	0	12	0.9%	1.3%	.
Cc1cc(C)c(-n2c(O)c(/C=N/N3CCCCC3c3cccnc3)c(=O)[nH]c2=O)c(C)c1 (configuration not stated)	13%	i	0.2%	-62%	-0.5%	-12	-6	-8.6%	0.4%	0.3%
Cc1ccc(C)c(NC(=O)CSc2nnc([C@@H](N)Cc3c[nH]c4ccccc34)o2)c1	4%	i	0.3%	-4%	-0.1%	-31	-2	-3.8%	1.9%	-0.5%
CCCCn1c(O)c(C(CC)=NCCCN(C)C)c(=O)[nH]c1=O	10%	i	0.6%	-8%	-0.2%	6	-6	-8.5%	-1.1%	-2.0%	NS5 inhibitors pilot replicate=-5.2
O=P(Oc1ccccc1)(Oc1ccccc1)N1CCN(c2ccc(F)cc2)CC1	13%	i	-0.3%	-6%	-0.2%	.	.	.	.	.
O=C(c1c[nH]c2ccc(S(=O)(=O)N3CCOCC3)cc2c1=O)N1CCC2(CC1)OCCO2	16%	i	0.6%	-3%	-0.3%	11	9	1.4%	1.7%	0.1%
COc1ccc(OC)c(N2Cc3ccccc3C2=N)c1	2%	i	0.8%[50 µM]	0%	0.2%	1	-3	-7.3%	2.7%	-1.8%
CC(=O)c1ccc2c(c1)C1C(Cl)C(Sc3ccccc3[N+](=O)[O-])CC1C(c1ccccc1)N2 (configuration not stated)	12%	i	2.2%	5%	0.8%	12	27	0.2%	14%	-2.0%
Cc1cccc(NP(=O)(Oc2ccccc2F)Oc2ccccc2F)c1C	5%	i	0.1%[50 µM]	0%	-0.7%	35	9	-4.8%	0.2%	-0.2%
CC(C)c1oc(=O)cc2c1[C@@H](O)[C@H]1OC(=O)[C@@]3(C)CC[C@@H](O)[C@@]2(C)C13 (some centres not stated)	8%	i	0.4%	0%	17µM*	11	-4	-4.9%	12µM*	-1.9%
COC(=O)c1cn(C(=O)c2cccc3ccccc23)c2ccccc12	12%	i	0.4%	2%	0.8%	.	.	.	-0.3%	.
COc1ccccc1N(CC(=O)NC1CCCCC1)C(=O)c1cnn(C(C)C)c1	8%	i	2.2%	3%	-0.6%	-15	-8	-6.4%	1.7%	0.0%
CNC(=O)Oc1ccc2ncccc2c1	>100µM*	i	5.8%	1%	0.1%	-11	-23	1.1%	1.1%	-3.2%
Cc1ccc2c(c1)C(c1ccccc1)=NCC(=O)N2	0%	.	-2.6%	-9%	2.2%	.	.	.	0.6%	.
COc1cccc(Oc2c(C)oc3cc(OC(=O)N(C)C)ccc3c2=O)c1	0%	i	2.6%	-6%	-0.6%	-1	-38	-8.2%	-0.2%	-2.6%
COc1cc(CN2CC=C(c3ccc(F)cc3)CC2)cc(OC)c1	2%	.	-0.2%	-5%	-1.0%	.	.	.	-1.0%	.	NS5 inhibitors pilot replicate=-5.2
CC1CC(C)CN(CC(=O)c2ccc(OC(F)F)cc2)C1 (configuration not stated)	3%	i	2.9%	1%	0.3%	-10	3	-5.2%	0.2%	0.6%
Cc1ccc(-n2c(O)c(C=NC3CCCC3)c(=O)[nH]c2=O)c(C)c1	2%	i	0.2%	-3%	0.8%	9	20	-5.2%	0.6%	1.4%
Cc1cc(/C=C2\C(=O)NC(=O)N(C)C2=O)c(C)n1-c1ccc2c(c1)OCO2	14%	i	0.1%	23%	-0.4%	6	3	-1.7%	2.8%	-2.4%
COc1cccc(C(=O)C2CCCN(Cc3cccc4c3OCO4)C2)c1 (configuration not stated)	3%	i	-0.1%	-4%	-0.4%	15	6	-9.6%	0.4%	-1.2%
C=CC(C)C(C(=O)c1ccccc1)N(C)C (configuration not stated)	10%	i	0.2%	-13%	1.2%	13	8	-6.2%	-1.2%	0.6%
CCCOc1ccc(C(=O)NC(=S)N2C[C@H]3C[C@H](C2)c2cccc(=O)n2C3)cc1	12%	.	0.5%	2%	-0.3%	.	.	.	0.3%	.
CCCCC/C=C\C/C=C\C/C=C\C/C=C\CCCC(=O)Nc1ccc(O)cc1	7%&-4%	i	.	.	-0.3%	76*	12*	1.7%	-3.6%	-4.8%
CN1C2CCC1CC(OC(=O)CCN1CCCC1)C2 (configuration not stated)	1%	i	1.7%	0%	0.9%	-3	5	-4.9%	0.9%	-0.5%
SMILES	SV40 large T antigen	Yfh1-off respiration	UTI89 phage lysis	NS5 inhibitors	West Nile antiviral	WT yeast gro inh	WT yeast gro inh mutant strain	XIAP displacement	RSV CPE inhibition	ER stress rescue	others
CN1C(=O)C(C2c3ccccc3C(=O)N2Cc2ccc([N+](=O)[O-])cc2)C(=O)N(C)C1=O (configuration not stated)	8%	i	-0.1%	-5%	-0.4%	4	7	-6.6%	1.8%	1.7%
CN1CC[C@]2(c3cccc(O)c3)Cc3nc4ccccc4cc3C[C@H]2C1	0%	i	.	.	?	-5	13	-1.4%	.	-2.5%
CC(=O)NC(C)Cc1ccccc1 (configuration not stated)	0%	i	2.7%	5%	0.0%	-1	-13	-6.1%	.	-0.4%
CCC(=O)c1c(O)n(C2CCCCCC2)c(=O)[nH]c1=O	13%	i	-0.9%	-11%	0.1%	9	5	-3.8%	1.4%	-1.1%
CCOc1ccc(Cc2c(O)[nH]c(=O)[nH]c2=O)cc1	7%	i	0.5%	-8%	0.1%	-14	1	-10%	0.5%	-0.4%
C=C1N2CCC(CC2)C1(O)c1ccc(C)c(C)c1 (configuration not stated)	6%	i	0.1%	1%	-0.3%	4	7	2.5%	0.8%	0.3%

Filtered by structure: those above with a nitro group on carbon
SMILES	SV40 large T antigen	Yfh1-off respiration	UTI89 phage lysis	NS5 inhibitors	West Nile antiviral	WT yeast gro inh	WT yeast gro inh mutant strain	XIAP displacement	RSV CPE inhibition	ER stress rescue	others
CC(=O)c1ccc2c(c1)C1C(Cl)C(Sc3ccccc3[N+](=O)[O-])CC1C(c1ccccc1)N2 (configuration not stated)	12%	i	2.2%	5%	0.8%	12	27	0.2%	14%	-2.0%
CN1C(=O)C(C2c3ccccc3C(=O)N2Cc2ccc([N+](=O)[O-])cc2)C(=O)N(C)C1=O (configuration not stated)	8%	i	-0.1%	-5%	-0.4%	4	7	-6.6%	1.8%	1.7%

Only part of the results is shown; the hit share may differ from the screen's.
